bCat KO growth: primary screen for growth suppressors in beta-catenin knockout HCT116 cells (colon tumor, human) | HCT116 beta-catenin knockout viability, CellTiter-Glo, 60 h; active compounds read low | viability, % at 10 µM | 140,000 compounds, 1.5% hits | AID 818, 2007;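 active = viability at or under a set limit, the compound median less 4 SD, cut at about 6% in these data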;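 note: 0% = Hyamine 1622 control at 20 µM and 100% = untreated cell control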
GALR2 antag: GALR2 antagonists in receptor-expressing cells, primary screen; 140,000 compounds, 0.39% hits; antagonist mode; Galanin receptor type 2 (Homo sapiens), O43603; inhibition, % at 4 µM; AID 828, 2007; in the data active = inhibition above about 27%;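 note: cells stimulated with galanin 1-16 at roughly its EC80; 0% = agonist challenge control and 100% = basal control without agonist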
Target sequence (O43603 whole entry, looked up): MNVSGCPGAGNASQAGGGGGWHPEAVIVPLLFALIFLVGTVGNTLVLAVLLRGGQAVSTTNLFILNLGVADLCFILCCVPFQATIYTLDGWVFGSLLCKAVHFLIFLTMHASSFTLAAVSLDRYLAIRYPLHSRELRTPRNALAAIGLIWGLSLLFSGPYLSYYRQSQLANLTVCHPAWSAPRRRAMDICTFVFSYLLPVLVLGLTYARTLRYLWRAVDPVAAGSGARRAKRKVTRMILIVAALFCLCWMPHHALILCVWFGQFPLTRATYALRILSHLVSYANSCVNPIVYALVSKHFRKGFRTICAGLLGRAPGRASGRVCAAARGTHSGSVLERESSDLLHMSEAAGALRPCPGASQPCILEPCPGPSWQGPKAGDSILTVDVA
E-sel TNF inh: E-selectin induction blockers in HUVEC – imaging, immunofluorescence, high content, primary screen; inhibition, % at 2 µM; HUVEC TNFa-induced E-selectin immunofluorescence; AID 1246, 2008; 120,000 compounds, 0.71% hits;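 active = inhibition above the batch mean plus 3 SD, and confirmed as a hit on visual image review, cut at about 43% in these data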;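 note: 0% = TNF-stimulated DMSO wells and 100% = unstimulated control wells; not every result past the cut was called active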
Phagocyt inh: inhibitors of macrophage phagocytosis, primary screen, imaging, J774A.1 cells, IgG beads; J774A.1 macrophage IgG-bead phagocytosis; inhibition, % at 5 µM; 110,000 compounds, 0.07% hits; AID 1029, 2008;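 active = inhibition above the mean of the plate negative controls plus 5 SD, cut at about 13% in these data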;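 note: phagocytic index as fraction of beads internalized from green versus red external bead signal; plate controls were DMSO negative control for no effect and cytochalasin-D positive control for full effect; some results beyond the cut were filed as inactive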
NPY-Y2 antag: NPY-Y2 receptor antagonists, primary screen, cell-based; AID 793, 2007; Neuropeptide Y receptor type 2 (Homo sapiens), P49146; NPY-Y2 expressing cells, antagonist mode; inhibition, % at 2.7 µM; 140,000 compounds, 0.99% hits; in the data active = inhibition above about 17%;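 note: 0% = vehicle with agonist challenge and 100% = reference antagonist with challenge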
Target sequence (P49146 whole entry, looked up): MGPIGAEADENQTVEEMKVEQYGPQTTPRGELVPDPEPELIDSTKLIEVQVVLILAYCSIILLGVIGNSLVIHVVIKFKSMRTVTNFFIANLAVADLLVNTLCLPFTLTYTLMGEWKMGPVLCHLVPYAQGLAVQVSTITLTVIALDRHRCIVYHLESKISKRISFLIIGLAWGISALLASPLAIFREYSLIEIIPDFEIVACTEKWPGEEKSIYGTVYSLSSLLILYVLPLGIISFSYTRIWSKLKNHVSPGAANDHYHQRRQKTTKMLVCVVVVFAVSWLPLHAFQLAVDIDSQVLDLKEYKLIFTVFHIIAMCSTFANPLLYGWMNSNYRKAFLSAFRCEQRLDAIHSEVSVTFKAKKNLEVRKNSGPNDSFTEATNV
MRP1 act: H69AR viability gain despite doxorubicin, primary screen, MRP-1 activator project, H69AR cells, CellTiter-Glo; viability rescue; viability increase, % at 10 µM; 140,000 compounds, 0.61% hits;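 active = viability gain under doxorubicin at or above a set limit, the compound median plus 3 SD, cut at about 4.7% in these data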;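 note: MRP-1 overexpressing cells given doxorubicin 25 µM after compound pretreatment; 18-22 h compound pretreatment then 72 h with doxorubicin before readout; 0% = doxorubicin-only wells and 100% = vehicle-treated cells without doxorubicin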
Yeast lifespan up: compounds extending yeast replicative lifespan, primary screen, S. cerevisiae, OD615; 130,000 compounds, 0.68% hits; inhibition of the nicotinamide effect, % at 10 µM; S. cerevisiae growth with nicotinamide; deaD strain in restrictive glucose medium; AID 775, 2007;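 active = inhibition above a set limit, placed 3 SD over the median of all compounds, cut at about 26% in these data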;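 note: 0% = nicotinamide-treated wells and 100% = cells grown without nicotinamide; some compounds called inactive have numbers as strong as hits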
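Material: Modified budding yeast, DeaD strain | Medium: Restrictive glucose medium | Probe or stimulus: 1.5 mM nicotinamide | Dosing: Single dose 10 µM compound, 0.25% DMSO | Times: 48 h at 30 °C | Technique: OD615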
HCT116 PTEN-null: growth suppression of PTEN-null HCT116, primary screen, cell-based, CellTiter-Glo; HCT116 PTEN-null viability, 60 h; active compounds read low; viability, % at 10 µM; 140,000 compounds, 1.2% hits;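 active = viability at or below a set limit, 4 SD under the median of all tested compounds, cut at about 3.7% in these data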;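 note: PTEN knockout HCT116 line with beta catenin targeted HCT116 as companion control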
Measles CPE: compounds protecting cells from measles virus cytopathic effect, primary screen, measles RdRp inhibitor project, single point, MLSMR library, absorbance; Measles virus-infected cells, CPE protection; protection (pct of control), % at 4 µM; 140,000 compounds, 1.5% hits; in the data active = protection mostly above about 24%, no sharp cut-off; inactive = mostly below about 26%; note: some compounds called inactive have numbers as strong as hits
Yeast growth inh: growth inhibitors of yeast BB579 in restrictive medium, primary screen, yeast lifespan-shortening project, S. cerevisiae; inhibition, % at 10 µM; 140,000 compounds, 0.51% hits; OD615, 48 h; AID 804, 2007;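 active = inhibition above a set limit, 3 SD over the mean compound inhibition, cut at about 44% in these data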; note: inactives centre near -24
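Detection: OD615 turbidity measurement; Material: Saccharomyces cerevisiae DeaD strain BB579, replicative lifespan model yeast; Timing: 48 h exposure, 30 °C; Doses: single 10 µM dose; Medium: CSMM-D restrictive synthetic medium containing dextrose (glucose); Controls: amphotericin B at 10 µg/mL as positive control.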
The depositor's hits bear a star.

Results for CCCCc1ccc(S(=O)(=O)N2CCN(C(=O)c3ccco3)CC2)cc1 ?
bCat KO growth: 85; GALR2 antag: -3; E-sel TNF inh: 3; Phagocyt inh: -4; NPY-Y2 antag: 2; MRP1 act: 0.8; Yeast lifespan up: -1; HCT116 PTEN-null: 85; Measles CPE: 4; Yeast growth inh: -36

What do the screens show for `Cc1ccc(NS(=O)(=O)c2cc(C(=O)N3CCOCC3)ccc2C)cc1`?
bCat KO growth: 86; GALR2 antag: -7; E-sel TNF inh: -12; Phagocyt inh: -1; NPY-Y2 antag: 3; MRP1 act: -3.5; Yeast lifespan up: -8; HCT116 PTEN-null: 82; Measles CPE: 3; Yeast growth inh: -64

What do the screens show for `CC1CCCN(S(=O)(=O)c2ccc3c(c2)CCN3C(=O)C2CCC2)C1` (centres undefined)?
bCat KO growth: 97; GALR2 antag: 6; E-sel TNF inh: -50; Phagocyt inh: -1; NPY-Y2 antag: 4; MRP1 act: -0.4; Yeast lifespan up: -1; HCT116 PTEN-null: 109; Measles CPE: 11; Yeast growth inh: -32

Results for COc1cccc2sc(Nc3nc(C)c(C(C)=O)s3)nc12 ?
bCat KO growth: 5.3*; GALR2 antag: 4; E-sel TNF inh: -2; Phagocyt inh: 0; NPY-Y2 antag: 2; MRP1 act: -4.5; Yeast lifespan up: 6; HCT116 PTEN-null: 7; Measles CPE: 5; Yeast growth inh: -48

What do the screens show for `N#CC(c1ccccc1)N(CCCCl)C(=O)c1ccc(Br)cc1` (centres undefined)?
bCat KO growth: 77; GALR2 antag: -3; E-sel TNF inh: -6; NPY-Y2 antag: 2; MRP1 act: -0.9; Yeast lifespan up: 11; HCT116 PTEN-null: 78; Measles CPE: 5; Yeast growth inh: -24

Results for O=C(NC1CCCC1)c1ccc(CSc2nc3ccncc3n2Cc2ccc(F)cc2)cc1 ?
bCat KO growth: 81; GALR2 antag: -2; E-sel TNF inh: -4; NPY-Y2 antag: -1; MRP1 act: -2.2; Yeast lifespan up: 0; HCT116 PTEN-null: 69; Measles CPE: 6; Yeast growth inh: -19

Results for Cc1nc2ccccc2c2oc(C(=O)Nc3ccc4c(c3)OCCO4)cc12 ?
bCat KO growth: 96; GALR2 antag: 2; Phagocyt inh: 0; NPY-Y2 antag: 0; MRP1 act: -0.6; Yeast lifespan up: -12; HCT116 PTEN-null: 95; Measles CPE: 5; Yeast growth inh: -5

What do the screens show for `CCOC(=O)c1ccccc1N/C=C1\CCCCC1=O`?
bCat KO growth: 68; GALR2 antag: 1; E-sel TNF inh: -5; NPY-Y2 antag: 3; MRP1 act: -3.5; Yeast lifespan up: -29; HCT116 PTEN-null: 71; Measles CPE: 9; Yeast growth inh: -26

How did CC(=O)C1=C(O)C(=O)N(CCN(C)C)C1c1ccc(Cl)cc1 (centres undefined) do in these assays?
bCat KO growth: 98; GALR2 antag: -1; E-sel TNF inh: -11; Phagocyt inh: -2; NPY-Y2 antag: 0; MRP1 act: -0.1; Yeast lifespan up: -11; HCT116 PTEN-null: 105; Measles CPE: 13; Yeast growth inh: -27

What do the screens show for `Cc1cc(C)n(S(=O)(=O)c2ccc(C)c(C)c2C)n1`?
bCat KO growth: 92; GALR2 antag: -5; E-sel TNF inh: 0; Phagocyt inh: -1; NPY-Y2 antag: 5; MRP1 act: -0.4; Yeast lifespan up: -13; HCT116 PTEN-null: 101; Measles CPE: 16; Yeast growth inh: 0

What do the screens show for `CC(C)C(=O)N1CCN(C2=NS(=O)(=O)c3ccccc32)CC1`?
bCat KO growth: 96; GALR2 antag: -3; E-sel TNF inh: -3; Phagocyt inh: 1; NPY-Y2 antag: -1; MRP1 act: -1.0; Yeast lifespan up: 2; HCT116 PTEN-null: 95; Measles CPE: 14; Yeast growth inh: 15

How did COc1ccc(NC(=O)C(c2ccccc2)N(C)C(=O)c2ccc(=O)[nH]c2)cc1 (centres undefined) do in these assays?
bCat KO growth: 96; GALR2 antag: -4; NPY-Y2 antag: -1; MRP1 act: 0.2; Yeast lifespan up: 12; HCT116 PTEN-null: 90; Measles CPE: 31*; Yeast growth inh: -36

What do the screens show for `C=CCn1c(Cc2cccs2)nnc1SC/C=C/c1ccccc1`?
bCat KO growth: 90; GALR2 antag: 0; E-sel TNF inh: -8; Phagocyt inh: 1; NPY-Y2 antag: 8; MRP1 act: -0.8; Yeast lifespan up: 1; HCT116 PTEN-null: 93; Measles CPE: 6; Yeast growth inh: -86

Results for Cc1c(N=Cc2ccc(Br)s2)cccc1[N+](=O)[O-] ?
bCat KO growth: 99; GALR2 antag: -5; E-sel TNF inh: -16; NPY-Y2 antag: 8; MRP1 act: -2.1; Yeast lifespan up: -3; HCT116 PTEN-null: 89; Measles CPE: 18; Yeast growth inh: -13

How did CCOc1ccccc1NC(=O)N1CCCC1C(=O)Nc1ccc(-n2cnnn2)c(C)c1 (centres undefined) do in these assays?
bCat KO growth: 93; GALR2 antag: 1; Phagocyt inh: -3; NPY-Y2 antag: 4; MRP1 act: -3.1; Yeast lifespan up: -4; HCT116 PTEN-null: 88; Measles CPE: 14; Yeast growth inh: -9

What do the screens show for `Cc1ccc(Sc2cc(N3CCOCC3)nc(-c3ccccc3)n2)cc1`?
bCat KO growth: 85; GALR2 antag: -5; E-sel TNF inh: 7; NPY-Y2 antag: 0; MRP1 act: -0.3; Yeast lifespan up: -24; HCT116 PTEN-null: 87; Measles CPE: 20; Yeast growth inh: -26

How did Cc1cccc(-n2c(Cn3nc(C)c([N+](=O)[O-])c3C)n[nH]c2=S)c1 do in these assays?
bCat KO growth: 99; GALR2 antag: 4; E-sel TNF inh: -3; NPY-Y2 antag: 0; MRP1 act: -1.2; Yeast lifespan up: 18; HCT116 PTEN-null: 96; Measles CPE: 16; Yeast growth inh: -30

Results for CCOC(=O)c1ccc(NC(=O)CSc2nc3c(c(=O)n2C)SC(C)C3)cc1 (centres undefined) ?
bCat KO growth: 69; GALR2 antag: 5; Phagocyt inh: 0; NPY-Y2 antag: 6; MRP1 act: -1.8; Yeast lifespan up: -9; HCT116 PTEN-null: 66; Measles CPE: 12; Yeast growth inh: -20

How did CC(C)NC(=O)c1ccccc1-c1nc(-c2ccccc2Cl)no1 do in these assays?
bCat KO growth: 89; GALR2 antag: 1; E-sel TNF inh: -2; Phagocyt inh: 0; NPY-Y2 antag: 4; MRP1 act: 0.2; Yeast lifespan up: -9; HCT116 PTEN-null: 97; Measles CPE: 15; Yeast growth inh: -57

What do the screens show for `COCCNC(=O)C(=O)NCC1OCCCN1S(=O)(=O)c1cccs1` (centres undefined)?
bCat KO growth: 105; GALR2 antag: -2; Phagocyt inh: 2; NPY-Y2 antag: 0; MRP1 act: -1.0; Yeast lifespan up: -4; HCT116 PTEN-null: 93; Measles CPE: 16; Yeast growth inh: -2

How did CCc1nnc2c(N(C)C)nc3ccccc3n12 do in these assays?
bCat KO growth: 92; GALR2 antag: 0; Phagocyt inh: -1; NPY-Y2 antag: 0; MRP1 act: -2.9; Yeast lifespan up: -4; HCT116 PTEN-null: 91; Measles CPE: 8; Yeast growth inh: 26

What do the screens show for `CC1=C(C(=O)Nc2ccccn2)C(c2ccc(Br)cc2)NC(=S)N1` (centres undefined)?
bCat KO growth: 61; GALR2 antag: -2; Phagocyt inh: -4; NPY-Y2 antag: 2; MRP1 act: -3.0; Yeast lifespan up: 5; HCT116 PTEN-null: 58; Measles CPE: 7; Yeast growth inh: -36

What do the screens show for `COC(=O)/C(=C\Nc1ccccc1)NC(=O)c1ccc(Cl)cc1Cl`?
bCat KO growth: 91; GALR2 antag: 9; E-sel TNF inh: 6; Phagocyt inh: -1; NPY-Y2 antag: 5; MRP1 act: -0.9; Yeast lifespan up: -14; HCT116 PTEN-null: 93; Measles CPE: 2; Yeast growth inh: 9

Results for Cc1ccccc1N1CN(Cc2ccco2)CNC1=S ?
bCat KO growth: 94; GALR2 antag: -15; Phagocyt inh: -10; NPY-Y2 antag: 1; MRP1 act: -1.2; Yeast lifespan up: 0; HCT116 PTEN-null: 91; Measles CPE: 12; Yeast growth inh: -16

What do the screens show for `CCCCc1nc2ccccc2c(NC(=O)CN2CCN(C)CC2)c1CCC`?
bCat KO growth: 86; GALR2 antag: -4; E-sel TNF inh: -4; Phagocyt inh: -1; NPY-Y2 antag: 0; MRP1 act: -0.8; Yeast lifespan up: -2; HCT116 PTEN-null: 107; Measles CPE: 5; Yeast growth inh: 15

How did CC(=O)N(CN1C(=O)c2ccccc2C1=O)c1ccccc1 do in these assays?
bCat KO growth: 108; GALR2 antag: -6; Phagocyt inh: -1; NPY-Y2 antag: 4; MRP1 act: -3.2; Yeast lifespan up: -15; HCT116 PTEN-null: 95; Measles CPE: 38; Yeast growth inh: -1

Results for O=C(O)c1cscn1 ?
bCat KO growth: 89; GALR2 antag: -10; E-sel TNF inh: -15; Phagocyt inh: 1; NPY-Y2 antag: 3; MRP1 act: 0.0; Yeast lifespan up: -1; HCT116 PTEN-null: 91; Measles CPE: 3; Yeast growth inh: -26

Results for O=C(CNS(=O)(=O)c1ccc(Br)s1)NCC1COc2ccccc2O1 (centres undefined) ?
bCat KO growth: 95; GALR2 antag: 10; Phagocyt inh: -1; NPY-Y2 antag: 3; MRP1 act: -0.4; Yeast lifespan up: 1; HCT116 PTEN-null: 104; Measles CPE: 14; Yeast growth inh: -13

What do the screens show for `N#CCCn1nc(-c2ccccc2)cc1-n1c(C(F)(F)F)nc2ccccc21`?
bCat KO growth: 78; GALR2 antag: 6; E-sel TNF inh: -4; Phagocyt inh: 0; NPY-Y2 antag: 9; MRP1 act: -1.5; Yeast lifespan up: -6; HCT116 PTEN-null: 69; Measles CPE: 9; Yeast growth inh: -29

How did FC(F)(F)c1nc2nncn2c2c1CCCCC2 do in these assays?
bCat KO growth: 100; GALR2 antag: -7; E-sel TNF inh: -13; Phagocyt inh: 0; NPY-Y2 antag: 1; MRP1 act: -1.3; Yeast lifespan up: -4; HCT116 PTEN-null: 104; Measles CPE: 10; Yeast growth inh: -59

Results for COc1cccc(C2=NOC(C(=O)NC(C)C)C2)c1 (centres undefined) ?
bCat KO growth: 96; GALR2 antag: -6; E-sel TNF inh: 20; Phagocyt inh: -2; NPY-Y2 antag: 1; MRP1 act: -1.1; Yeast lifespan up: -13; HCT116 PTEN-null: 107; Measles CPE: 57*; Yeast growth inh: -6
